# ERp5 inh: ERp5 (human) disulfide isomerase inhibition; ERp5 insulin aggregation, absorbance 650 nm, 90 min; Q15084; AID 651711; 350,000 tested, 0.05% active; inhibition, % at 9.99 µM;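 active means mean replicate inhibition above about 25%, with every replicate also reaching it, limit read from the data, passing the limit was not always enough; inconclusive means only one of those two criteria met; inactive means neither criterion met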
# Target sequence (Q15084 whole entry, looked up): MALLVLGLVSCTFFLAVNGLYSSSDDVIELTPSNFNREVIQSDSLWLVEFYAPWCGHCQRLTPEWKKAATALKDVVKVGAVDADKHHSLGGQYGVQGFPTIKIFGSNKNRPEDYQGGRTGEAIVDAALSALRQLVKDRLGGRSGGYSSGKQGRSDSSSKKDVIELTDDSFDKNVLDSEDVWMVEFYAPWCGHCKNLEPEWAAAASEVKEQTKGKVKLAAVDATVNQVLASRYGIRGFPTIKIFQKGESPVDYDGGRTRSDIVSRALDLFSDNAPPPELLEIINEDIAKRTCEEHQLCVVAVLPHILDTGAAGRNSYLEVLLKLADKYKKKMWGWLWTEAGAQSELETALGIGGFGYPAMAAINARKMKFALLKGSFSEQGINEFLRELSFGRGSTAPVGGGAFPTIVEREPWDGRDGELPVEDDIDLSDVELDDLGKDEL
# PAX8 reporter: lowers PAX8-driven luciferase in RMG-I cells | AID 652154 | inhibition, % at 12.6 µM | RMG-I TPO-luciferase reporter, SteadyGlo, 24 h | 360,000 tested, 1.2% active;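 active means mean replicate inhibition at least 60% with every replicate also reaching 60%; inconclusive means only one of the two criteria is met; inactive means mean below 60% and not all replicates reaching 60%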;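 further: luciferase light reporting Pax8 driven TPO promoter activity; plate controls were median of neutral control wells for no effect and mitoxantrone controls for full effect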
# DENV2 CPE rescue: protects cells from dengue virus 2 cytopathic effect | DENV2-infected cells, cytopathic effect rescue, plate reader | CPE inhibition, % at 9.99 µM | 350,000 tested, 1.7% active | AID 651640; in the data active means CPE inhibition above about 20%, passing the limit was not always enough; inconclusive means no clear call, values can overlap the other calls; tested in BHK-21 cells;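 further: 0% = median of neutral control wells and 100% = median of positive control wells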
# EWS-Fli inh: inhibitors of EWS/Fli oncoprotein transcriptional activity. inhibition, % at 12.6 µM. AID 651661. 350,000 tested, 0.67% active. A673 NR0B1-luciferase reporter, viability-normalised;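 active means mean inhibition of at least 50% after viability correction, with every replicate also passing that limit; inconclusive means mean reaches 50% but only one of two replicates passes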;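 further: firefly luciferase signal divided by Alamar Blue viability fluorescence both relative to DMSO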
# ARNT-TACC3 inh: disrupts binding between human ARNT and TACC3 | 390,000 tested, 0.66% active | AID 623870 | Q9Y6A5 | inhibition, % at 9.99 µM | AlphaScreen His-ARNT PAS-B/GST-TACC3 binding, luminescence; TACC3 fragment carries E629A point mutation;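 active means mean inhibition of replicates at least 50% and at least half of replicates each reaching 50%; inconclusive means half or more replicates reach 50% but mean below 50%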;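 further: 0% = complete ARNT plus TACC3 wells and 100% = ARNT alone without TACC3; many hits fall short of the cut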
# INS-1E GSIS act: primary screen for activators of insulin secretion dependent on glucose, INS-1E cells, GLuc reporter luminescence; activation, % at 16.6 µM; INS-1E GLuc reporter insulin secretion, 2-3 h; 370,000 tested, 0.61% active;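 active means lowest replicate activation of at least 40%, so every replicate reaches that level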;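 further: 0% = median of neutral control wells and 100% = median of IBMX positive control wells; some compounds called inactive have numbers as strong as hits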
# CFTR F508del cor: correctors of CFTR F508del function in bronchial epithelial cells; 350,000 tested, 0.36% active; CFBE cells, YFP halide quenching; stimulated with forskolin plus potentiator P3; % fluorescence drop versus neutral controls; activity (quench increase), % at 7.58 µM;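 active means mean added fluorescence quench of at least 8% versus neutral control, with both replicates also reaching 8%; inconclusive means only one of the mean or replicate conditions met; inactive means mean below 8% and not both replicates reaching 8%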;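 further: cells transiently co-express mutant CFTR-F508del with the halide-sensitive YFP; corrector assay measuring rescue of mutant channel to the surface after 24 h compound exposure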
# Xi reactivation: X-chromosome reactivation activator. XiGFP mouse fibroblasts, % GFP-positive cells imaging, 3 d; cells co-treated with 5-aza-dC sensitizer; scaled so ellipticine positive control = 100%. activation, % at 7.58 µM. 360,000 tested, 0.055% active. AID 743238;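 active means mean normalized replicate activation at least 10% and every replicate at or above 10%; inconclusive means only one of the two criteria met; inactive means mean below 10% and not all replicates reach 10%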;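 further: 0% = median of on-plate neutral control wells and 100% = ellipticine 6 µM median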
#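 Schedule: 3 d treatment, 15 min room-temperature fixation; system: 68-5-11 XiGFP fibroblast line; buffer or medium: DMEM plus 5-aza-dC sensitizer; control set: ellipticine 6 µM positive control; compound: one concentration, pinned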
# The depositor's hits bear a star; ? = inconclusive; / = not tested or not shown.
structure	ERp5 inh	PAX8 reporter	DENV2 CPE rescue	EWS-Fli inh	ARNT-TACC3 inh	INS-1E GSIS act	CFTR F508del cor	Xi reactivation
C[C@@H]1CCCCO[C@H](CN(C)C(=O)c2ccncc2)[C@@H](C)CN([C@H](C)CO)C(=O)c2cc(NS(C)(=O)=O)ccc2O1	2.6	/	0.0	-5.2	-6.4	11.3	-1.9	0.1
COc1ccc(Cl)cc1C=CC=NNC(=O)c1ccncc1	-6.5	-3.7	?	1.1	15.1	1.2	-1.1	0.1
COc1ccc(C(C(=O)NCC2CCCO2)N(Cc2ccc(F)cc2)C(=O)CNC(=O)c2ccco2)cc1OC (stereo not drawn)	-4.1	-14.1	3.9	-3.0	-0.8	10.2	-1.2	0.2
COCCCN1C(=O)C(CC(=O)NC(c2ccccc2)c2ccccc2)CC(C(=O)N2CCCCCC2)=C1C (stereo not drawn)	1.3	-5.1	0.7	-10.1	/	-43.1	0.0	0.1
COC(=O)c1cc(=O)n(Cc2ccco2)c(=Nc2ccccc2)s1	1.4	13.3	14.2	16.7	/	-9.6	2.5	0.3
CC(C)CN(C(=O)COC(=O)c1ccc(C#N)cc1)C1CCS(=O)(=O)C1 (stereo not drawn)	-5.3	-14.4	-5.1	1.6	/	-1.5	-1.7	0.6
C/C=C/c1cc(CN2CCN(c3ccc(OC)cc3)CC2)c(O)c(OC)c1	3.7	15.5	-5.4	-6.6	11.9	-2.6	-1.2	0.5
COc1ccccc1CNC(=O)c1ccc(C)s1	-1.5	-32.0	-5.7	-11.7	2.7	1.2	0.4	0.0
C=CCN(CC=C)C(=S)NC(=O)c1ccc([N+](=O)[O-])cc1	/	10.5	/	/	25.3	-1.4	/	0.2
O=C(/C=C/c1cccs1)NC1CCS(=O)(=O)C1 (stereo not drawn)	-0.8	-0.6	4.7	-13.7	/	-2.2	-0.6	0.5
CCc1cc2c(=O)n(-c3ccccc3)c(SCC(N)=O)nc2s1	0.9	-0.1	-8.8	8.6	12.9	-10.5	-1.0	-0.1
CCC(C)C(NC(N)=O)C(=O)Nc1ccc(C(=O)OC)cc1 (stereo not drawn)	2.0	-16.6	-4.3	-2.4	-3.3	-0.3	0.1	0.1
COc1cccc(C(=O)C2CCCN(C(=O)CCC3=NNC(=O)CC3)C2)c1 (stereo not drawn)	6.2	0.4	2.6	-7.6	/	-0.7	/	0.4
Cc1c(CC(=O)O)c(=O)oc2cc(OCc3ccc(Br)cc3)ccc12	-0.7	-22.1	-4.3	-7.1	-4.5	-6.3	2.5	-0.1
CCCc1cc(CN(C)C(=O)c2ccc(OC3CCN(C(C)=O)CC3)c(OC)c2)[nH]n1	-8.7	-1.0	10.1	4.2	/	/	-7.3	0.0
O=C(Nc1cccc(S(=O)(=O)N2CCCC2)c1)c1ccc2ccccc2n1	1.4	-25.8	4.8	3.2	-1.4	1.9	1.5	0.0
Cc1noc(C)c1COc1ccc(C(=O)N2CCN(c3ccccc3F)CC2)cc1	-2.1	3.3	-1.5	2.3	3.8	-2.2	2.4	0.4
C[C@H]1CCCCO[C@H](CN(C)CC2CCCCC2)[C@@H](C)CN([C@@H](C)CO)C(=O)c2cc(NC(=O)Nc3cccc4ccccc34)ccc2O1	2.6	9.5	4.1	89.2*	20.2	-17.0	-1.5	-1.0
O=C(Nc1ccccc1Cl)c1ccc2c(c1)N(Cc1ccc(F)cc1)C(=O)CS2=O (stereo not drawn)	-0.2	3.3	-0.6	-1.0	-1.4	10.6	0.7	0.1
CCC(O)(c1ccc(OC)cc1)C(CN1CCOCC1)c1ccccc1 (stereo not drawn)	3.8	1.5	-7.3	-7.5	3.7	13.7	2.2	-0.1
COc1cc(/C=N/NC(=O)c2ccccc2)ccc1O	-1.2	6.3	-1.3	-12.2	-4.8	1.4	1.3	0.0
O=C(CN1C(=O)NC2(CCCC2)C1=O)N1CCN(S(=O)(=O)c2cccc(F)c2)CC1	3.1	5.8	-2.2	6.9	-5.7	10.1	0.0	0.0
N#CCCN(Cc1cccnc1)C(=S)NC(=O)c1ccccc1	5.8	-1.2	7.3	2.1	-2.1	/	-0.1	0.0
Cc1ccc(-c2nnn(CC(=O)Nc3nnc(C(C)C)s3)n2)cc1	4.8	-3.7	0.3	5.1	-6.0	-2.1	1.8	0.1
O=C(O)c1ccc(N=C2NC(=O)C(CO)(CO)S2)cc1	-0.8	15.3	?	10.0	-3.9	1.9	-1.5	0.2
O=C(N[C@@H]1CC[C@H](CCn2cc(C3(O)CCCC3)nn2)O[C@H]1CO)c1ccccc1F	0.8	7.1	-0.1	-1.1	-15.2	12.4	1.2	-0.4
CCc1cc(C(=O)N2CCCC(CNS(=O)(=O)c3cccs3)C2)n(C)n1 (stereo not drawn)	-3.3	19.8	/	-4.5	-7.0	3.5	-3.2	0.0
Cc1nc2cc(Cl)c([N+](=O)[O-])cc2s1	-1.6	-3.5	-3.6	-7.3	-2.7	-0.8	-1.1	0.0
CCOC(=O)[C@H]1[C@H]2COc3ccc(C)cc3[C@@H]2N2C(=O)c3cc(F)ccc3NC(=O)[C@@]12C	7.0	2.8	/	-2.4	3.6	-26.7	0.7	0.1
CC(C(=O)Nc1ccc2c(c1)OCCO2)N(c1ccccc1)S(C)(=O)=O (stereo not drawn)	-7.5	8.0	-4.4	4.3	-5.6	-9.8	0.2	-0.1
OC1(c2ccc(F)cc2)CSC(=Nc2cccnc2)N1Cc1ccco1 (stereo not drawn)	10.8	-30.0	1.6	-9.9	-7.6	1.4	-0.2	0.0
N#C[C@@H]1[C@@H](c2ccc(C#CCC3CCCC3)cc2)[C@H](CO)N1C(=O)CN1CCOCC1	-4.4	-8.2	-7.1	7.3	-21.2	0.2	1.9	0.0
CN1CCN(CCCNC(=O)c2cc3c(-c4ccc(Cl)cc4)nn(C)c3s2)CC1	-2.3	-92.4	7.0	11.4	/	-5.0	-0.2	-0.1
CCC(=O)Nc1ccc2c(c1)OC[C@H](C)N(C(=O)Cc1ccccn1)C[C@H](C)[C@@H](OC)CN(C)C2=O	5.3	/	-2.2	1.1	-2.7	-1.7	-2.3	-0.1
CC=Cc1ccc2n(c1=O)C[C@@H]1[C@@H](CO)[C@H](C(=O)N[C@H](C)c3ccccc3)N(C(=O)c3ccccn3)[C@H]21 (mixture of isomers)	5.9	-0.1	0.6	-5.2	24.4	-2.4	0.0	0.1
CC(O)(c1cccc(F)c1)c1nc(-c2cnc3ccccc3c2)cs1 (stereo not drawn)	0.9	-24.8	-5.7	-1.3	/	-18.6	2.8	0.0
C[C@@H]1CCCCO[C@H](CN(C)C(=O)CCCN(C)C)[C@@H](C)CN([C@H](C)CO)C(=O)c2cc(NS(=O)(=O)c3ccc(F)cc3)ccc2O1	-7.2	-0.6	4.6	2.1	-5.7	7.3	-2.7	0.0
CC(=O)c1ccc(NC(=O)c2cnn3ccccc23)cc1	1.6	33.9	-2.9	69.2*	-6.4	5.5	-4.6	-0.1
COc1ccc(C2(O)CCN(Cc3nnnn3Cc3ccc(F)cc3)CC2)cc1	-0.9	/	0.6	2.2	-0.1	4.9	1.2	/
Cc1ccc(S(=O)(=O)Oc2ccccc2/C=N/O)cc1	-0.5	12.2	/	-15.1	/	4.9	-2.7	0.6
C[C@@H]1CN([C@@H](C)CO)C(=O)c2cc(NC(=O)CCN3CCOCC3)ccc2O[C@@H]1CN(C)CC1CCCCC1	-3.5	-2.3	-4.3	-8.9	-1.8	15.7	-3.4	-0.1
O=C(Nc1cccc(Cl)c1)OCCOc1ccccc1	-6.1	-43.7	-3.6	-77.9	-2.1	-15.7	-0.8	0.0
COc1ccc(OC)c(CN2CCN(C(=O)c3cccc(S(=O)(=O)N(C)c4ccccc4)c3)CC2)c1	3.0	20.8	-7.3	12.0	/	-6.4	2.5	0.0
CCN(c1cc(C)cc(C)c1)S(=O)(=O)c1nnc(NC(=O)C(C)(C)C)s1	-3.8	1.5	-6.1	8.0	-5.9	20.0	1.2	0.2
Cc1cc(C)c2c(=O)[nH]cnc2n1	0.3	-12.2	-5.0	12.3	-8.5	-3.3	2.7	0.2
Cc1cccc(Cn2ccc(NC(=O)c3cccnc3)n2)c1	0.1	-6.0	/	7.5	/	-3.3	-0.8	0.3
CC(C)CC(N)c1cn([C@@H](CCC(=O)O)C(=O)N2CCNCC2)nn1 (stereo partly drawn)	5.7	-12.8	7.8	0.7	-10.3	1.5	4.1	0.1
CC(Nc1ccc2c(c1)OCCO2)C(=O)N1c2ccccc2CC1C (stereo not drawn)	-3.9	-7.6	16.5	-5.7	30.7	6.8	0.4	0.3
CCCOP(=O)(c1ccc(N(C)C)cc1)C(O)c1ccc(Cl)cc1 (stereo not drawn)	1.6	0.5	-3.1	2.4	-10.8	-1.2	1.6	0.0
Nc1ccn([C@@H]2O[C@H](CO)[C@@H](O)[C@H]2O)c(=O)n1	0.9	-14.0	-8.8	5.4	1.2	/	3.9	-0.1
CC(=O)N[C@H]1CC[C@@H](CC(=O)NCC2CCCCC2)O[C@@H]1CO	-1.3	4.5	0.2	3.9	-23.4	-7.3	-0.6	0.0
COc1ccc(OCC(=O)Nc2cc(-c3nn(C)c(=O)c4ccccc34)ccc2N2CCOCC2)cc1	3.1	16.0	-16.6	31.4	-8.2	-15.5	0.0	0.8
CCc1cccc(C)c1NC(=O)COC(=O)Cn1c(C)csc1=O	7.8	-5.1	-3.3	2.3	6.3	11.7	-3.6	0.3
CN1CCN(CC(=O)NN2CC(=O)N(c3ccc(F)cc3)CC2=O)CC1	3.4	-9.4	1.2	15.3	-1.0	13.7	-0.5	0.4
CCn1nc(NC(=O)Cc2ccc(OC)cc2)c2cc3cccc(C)c3nc21	-9.0	-16.4	-0.3	0.7	/	21.8	-4.4	-0.1
C[C@H]1CN([C@@H](C)CO)C(=O)c2c(c3ccccc3n2C)-c2ccccc2CO[C@@H]1CN(C)C(=O)Nc1ccccc1C(F)(F)F	-4.7	24.7	3.4	16.7	/	23.3	-0.6	0.2
CC(C)CC#Cc1cnc2c(c1)C(=O)N([C@@H](C)CO)C[C@@H](C)[C@@H](CN(C)C(=O)Cc1ccncc1)O2	-0.8	-14.5	27.9*	-13.1	4.1	-1.8	/	-0.2
O=C(Cc1ccsc1)OCC(=O)c1ccccc1	-3.0	16.9	4.9	-5.7	-15.6	49.6	13.5*	-0.1
C[C@H](CO)N1C[C@H](C)[C@@H](CN(C)C(=O)Nc2ccc3c(c2)OCO3)Oc2ccc(NS(=O)(=O)c3cccs3)cc2C1=O	-1.0	/	14.3	-5.7	-12.4	4.7	-1.8	-1.0
COc1cc(OC)c2ccc(=O)oc2c1C(CC(=O)N1CCOCC1)c1ccc2c(c1)OCO2 (stereo not drawn)	0.8	-12.1	?	2.4	-1.3	20.1	5.0	0.0
